TRPC4 potent: allosteric potentiators of mouse TRPC4 channel | Q9QUQ5 | HEK293 TRPC4beta/mu-opioid, DAMGO EC20, Fluo-4 Ca2+ flux; hits give high values | B-score at 10 µM | 0.42% of 310,000 active | AID 2227;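 active means B-score of calcium response area above 5 SD of library B-scores, with initial fluorescence ratio within 5 SD of library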;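 further: B-score of integrated fluorescence ratio over time as area under calcium response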
KLF5 inh: suppresses KLF5 promoter-driven expression; DLD-1 KLF5 promoter-luciferase reporter, luminescence; inhibition, % at 5 µM; 0.23% of 290,000 active;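 active means inhibition above a per-plate limit of that plate's mean compound inhibition plus 3 SD, cut at about 60% in these data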;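 further: 0% = DMSO wells and 100% = LY294002 at 200 µM; higher means less KLF5 promoter-driven luciferase light; inactives centre near -14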
TRPC6 activator: activates the mouse TRPC6 cation channel. HEK293-TRPC6 membrane potential dye fluorescence; hits give high values. 0.13% of 310,000 active. B-score at 10 µM. Q61143;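 active means B-score of the integrated fluorescence ratio above library mean plus 3 SD, and starting fluorescence ratio within library mean plus 5 SD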;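 further: higher score means more depolarization so channel activation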
HIF activator: HIF pathway transcriptional activation; activation, % at 7.5 µM (by protocol); U2OS HRE-luciferase reporter, luminescence; normalized: DMSO 0%, desferrioxamine 100%; AID 1910; 0.32% of 300,000 active;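 active means mean activation of at least 10% of the iron chelator positive control signal, with at least half of replicates also reaching 10%; inconclusive means mean and replicate majority disagree about reaching 10%; inactive means mean and most replicates under 10%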
TRPC6 inhibitor: mouse TRPC6 channel inhibition; HEK293-TRPC6, membrane potential dye, ACh-evoked depolarization; hits give low values; Q61143; B-score at 10 µM; 1.1% of 310,000 active;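 active means B-score under library mean minus 3 SD, initial fluorescence not abnormally high, positive integrated signal ratio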;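 further: B-score derived from integrated fluorescence ratio over the kinetic read; more negative B-score means stronger inhibition of depolarization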
SKKanGAS inh: SKKanGAS growth inhibition. S. pyogenes SKKanGAS, kanamycin growth, BacTiter-Glo, 6 h. inhibition, % at 7.5 µM. 1.3% of 300,000 active;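 active means mean replicate score, as percent of positive control median, at least 50; inconclusive means mean below 50 but one replicate at or above 50; inactive means mean and every replicate below 50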;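 further: strain carries kanamycin resistance gene driven by streptokinase promoter and grows in 40 µg/ml kanamycin; loss of luminescence reflects streptokinase promoter inhibition or plain growth inhibition; 0% = median of DMSO wells and 100% = positive control at its reference dose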
TRPC4 block: inhibitors of mouse TRPC4 channel; B-score at 10 µM; 0.39% of 300,000 active; HEK293 TRPC4beta/mu-opioid, DAMGO-evoked Fluo4 calcium flux; hits give low values;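 active means B-score over 3 SD under the library average, no early fluorescence shift, positive overall ratio signal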
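Assay system: TRPC4beta/mu-opioid receptor HEK293 cell line; compound dosing: single concentration per test compound; detection: Fluo4 Ca2+ flux fluorescence; evaluation: per-well B score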
aSyn 5UTR inh: 5' untranslated region of α-synuclein, MLPCN primary screen. 0.82% of 300,000 active. alpha-synuclein 5'UTR reporter, inhibitor activity. inhibition, % (tested at 7.5 µM). AID 1813; in the data active means inhibition above about 60%; inconclusive means no clear call, values can overlap the other calls;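 further: H4 neuroglioblastoma cells stably carrying SNCA 5'UTR luciferase fusion; 0% = DMSO wells and 100% = positive control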
IEC-6 cytotox: kills IEC-6 intestinal cells in KLF5 counter-screen; IEC-6 cytotoxicity, luminescence viability; inhibition, % at 5 µM; 0.78% of 290,000 active; in the data active means inhibition above about 22%;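 further: 0% = plate median of test compound wells and 100% = cytotoxic reference compound wells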
MrgX1 antagonist: human MrgX1 receptor antagonism, primary screen. AID 588676. Q96LB2. 1.3% of 310,000 active. MRGX1-HEK293 calcium flux, Fluo-4, BAM8-22 antagonism; hits give low values. B-score at 10 µM;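 active means calcium-response B-score plate-corrected more than 3 library SD below zero, starting fluorescence within 5 deviations, no agonist response on first addition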;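 further: peak minus trough fluorescence over baseline after final BAM8-22 challenge near maximal dose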
Target sequence (Q96LB2 whole entry, looked up): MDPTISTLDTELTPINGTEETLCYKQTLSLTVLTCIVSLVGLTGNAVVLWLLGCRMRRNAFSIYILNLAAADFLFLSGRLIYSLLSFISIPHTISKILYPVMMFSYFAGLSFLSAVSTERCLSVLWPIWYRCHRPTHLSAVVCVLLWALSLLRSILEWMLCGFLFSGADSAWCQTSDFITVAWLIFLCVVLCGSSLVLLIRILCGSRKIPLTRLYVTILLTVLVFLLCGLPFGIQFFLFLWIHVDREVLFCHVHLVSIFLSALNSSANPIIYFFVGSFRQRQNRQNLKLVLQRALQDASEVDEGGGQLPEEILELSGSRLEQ
TRPC4 act: activators of mouse TRPC4 channel. HEK293 TRPC4beta/mu-opioid, Fluo4 calcium fluorescence; hits give high values. B-score at 10 µM. AID 2237. 0.49% of 310,000 active;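 active means B-score above 5 SD of library B-scores, and initial fluorescence ratio not above library mean plus 5 SD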;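 further: positive B-score marks a calcium rise read as TRPC4 activation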
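System: HEK293 cells stably co-expressing mouse TRPC4beta and mu-opioid receptor; Schedule: Fluo4 dye loading 45 min at room temperature, 110 s recording; Detection: Fluo4 fluorescence, kinetic; Evaluation: B-scored integrated calcium fluorescence ratio; Controls: buffer (low) and maximal DAMGO (high).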
Starred values were filed as active, the others as inactive; i = inactive; ? = inconclusive; . = no result given; & = joins results of further samples.

SMILES	TRPC4 potent	KLF5 inh	TRPC6 activator	HIF activator	TRPC6 inhibitor	SKKanGAS inh	TRPC4 block	aSyn 5UTR inh	IEC-6 cytotox	MrgX1 antagonist	TRPC4 act
Cc1cccc(NC(=O)c2cc(NC(=O)c3ccccc3)ccc2N2CCCCC2)c1	i	1	i	2.5	i	-3	i	-14	1	i	i
Cc1ccc(C(=O)NCC(c2ccco2)N2CCc3ccccc3C2)cc1 (stereo unspecified)	i	.	i	0.3	i	0	i	10	.	i	i
Nc1ccc(-c2nc3ccc(N)cc3s2)cc1	i	-37	i	1.5	i	16	i	-37	2	i	i
COC(=O)c1ccccc1S(=O)(=O)NNC(=O)Nc1ccccc1	i	-28	i	-1.5	i	5	i	34	-6	i	i
O=C(NCc1ccco1)C1CCCN(S(=O)(=O)c2ccc(-n3cnnn3)cc2)C1 (stereo unspecified)	i	-45	i	1.0	i	7	i	-9	-6	i	i
CCC(=O)NC(=S)Nc1ccc(N2CCN(C(=O)c3ccc(Cl)cc3)CC2)cc1	i	-2	i	-1.0	i	2	i	-1	-2	i	i
Cc1cccn2cc(CNS(=O)(=O)c3cccc(F)c3)nc12	i	-42	i	-0.4	i	-9	i	0	1	i	i
C=CCNC(=O)c1ccc(C)c(Br)c1	i	-17	i	0.0	i	-5	i	0	2	i	i
COc1ccc(C(=O)N/C(=C/c2ccc(Cl)cc2)C(=O)Nc2ccc(C(=O)O)cc2)cc1	i	-33	i	0.2	i	16	i	-1	-6	i	i
COC(=O)C1=C(C)NC(=O)/C1=C\c1ccco1	i	-30	i	1.1	i	-5	i	-19	0	i	i
N#Cc1c(-c2ccco2)nc(SCc2ccc(F)cc2)[nH]c1=O	i	4	i	-0.5	i	25	i	5	-8	i	i
CCOc1ccc(-n2c(SCc3cc(=O)oc4cc(C)ccc34)nnc2-c2cccnc2)cc1	i	-32	i	-0.3	i	-3	i	19	1	i	i
CCCc1c(C(=O)N/N=C/c2c(OC)ccc3ccccc23)nnn1-c1nonc1N	i	-12	i	-0.6	i	10	i	-5	5	i	i
Cc1ccc(C(=O)OCN2C(=O)c3ccccc3C2=O)c(O)c1	i	-21	i	-0.2	i	-1	i	-9	-2	i	i
CSCCC(NC(=O)c1ccc(C)o1)C(=O)O (stereo unspecified)	i	-11	i	0.5	i	-1	i	16	2	i	i
O=C1C2CC=CCC2C(=O)N1CC1CCCO1 (stereo unspecified)	i	-3	i	-0.1	i	6	i	18	1	i	i
Cc1ccccc1OCc1nnc(SCC(=O)O)n1-c1cccc(Cl)c1	i	-39	i	0.2	i	7	i	-8	-9	i	i
CCn1c(=O)c([N+](=O)[O-])c(NCC(O)c2ccccc2)c2ccccc21 (stereo unspecified)	i	-5	i	0.1	i	0	i	28	1	i	i
O=C(c1ccc(NC2=NC3CS(=O)(=O)CC3S2)cc1)N1CCN(Cc2ccccc2)CC1 (stereo unspecified)	i	-4	i	-0.2	i	-8	i	6	10	i	i
CCOc1ccccc1Oc1cn[nH]c1-c1ccc(O)cc1O	i	-12	i	1.4	i	0	i	4	-5	i	i
Cc1sc(/C=C2\C(=O)ON=C2c2ccccc2)cc1Br	i	-14	i	0.4	i	11	i	-34	-8	i	i
COCCNC(=O)C1CC(c2cccc([N+](=O)[O-])c2)=NO1 (stereo unspecified)	i	-28	i	0.9	i	-8	i	-5	-4	i	i
CCCOC(=O)NC(CC)COC(=O)Nc1cc(C)ccc1C (stereo unspecified)	i	-10	i	-0.1	i	2	i	1	0	i	i
COc1ccc(CN2CCN(CCC(C)C)C(CCO)C2)cc1Cn1cccn1 (stereo unspecified)	i	-6	i	-0.4	i	-17	i	1	-5	i	i
Cn1nccc1C(=O)Nc1ccn(C23CC4CC(CC(C4)C2)C3)n1	i	-44	i	1.5	i	2	i	-32	-2	i	i
N#Cc1ccccc1CN1C(=O)NC2(CCCCCC2)C1=O	i	-25	i	-1.5	i	3	i	1	1	i	i
COC(=O)CNc1ccc2c(c1)OCO2	i	6	i	1.4	i	0	i	-16	-1	i	i
CC1=CS/C(=C(/C#N)C(=O)N2CCCCC2)N1c1ccccc1	i	-28	i	-0.5	i	-3	i	1	-1	i	i
COc1ccc(-n2nc(C(=O)NCC(=O)Nc3ccc(F)cc3)c3ccccc3c2=O)cc1	i	-3	i	0.1	i	0	i	19	7	i	i
O=C(C1CCN(Cc2cc(Cl)ccc2O)CC1)N1CCN(Cc2ccccc2)CC1	i	7	i	0.1	i	-1	i	-8	-1	i	i

Some of these compounds in order of their number in KLF5 inh, falling.
structure	KLF5 inh
COc1ccc(-n2nc(C(=O)NCC(=O)Nc3ccc(F)cc3)c3ccccc3c2=O)cc1	-3
COc1ccc(CN2CCN(CCC(C)C)C(CCO)C2)cc1Cn1cccn1 (stereo unspecified)	-6
N#Cc1ccccc1CN1C(=O)NC2(CCCCCC2)C1=O	-25

Back to the main list with the 3 entries that preceded the break.
SMILES	TRPC4 potent	KLF5 inh	TRPC6 activator	HIF activator	TRPC6 inhibitor	SKKanGAS inh	TRPC4 block	aSyn 5UTR inh	IEC-6 cytotox	MrgX1 antagonist	TRPC4 act
CC1=CS/C(=C(/C#N)C(=O)N2CCCCC2)N1c1ccccc1	i	-28	i	-0.5	i	-3	i	1	-1	i	i
COc1ccc(-n2nc(C(=O)NCC(=O)Nc3ccc(F)cc3)c3ccccc3c2=O)cc1	i	-3	i	0.1	i	0	i	19	7	i	i
O=C(C1CCN(Cc2cc(Cl)ccc2O)CC1)N1CCN(Cc2ccccc2)CC1	i	7	i	0.1	i	-1	i	-8	-1	i	i
Cc1cc(C)c2cc(C(O)c3nnnn3Cc3ccccc3)c(=O)[nH]c2c1 (stereo unspecified)	i	-9	i	-0.4	i	-2	i	21	-6	i	i
O=C(O)c1cccc2c1C(=O)N(c1ccccc1)C2	i	-16	i	-16	i	2	i	10	1	i	i
CCOc1ccc(N(CC(=O)NC2CCCC2)C(=O)Cn2nnc(-c3ccc(C)o3)n2)cc1	i	-16	i	1.5	i	5	i	1	0	.	i
Cc1ccc(Cn2ccc(=O)c(Cc3c(Cl)cccc3Cl)c2C)cc1	i	-4	i	-0.1	i	-1	i	?	-4	i	i
O=C(c1ccc(F)c(F)c1)N1CCC2(CC1)NCCc1[nH]cnc12	i	6	i	-0.3	i	-2	i	7	0	i	i
C=CC[n+]1cccc(-c2cc3ccc(C)cc3[nH]2)c1	i	-34	i	1.5	i	-3	i	1	-2	i	i
Cc1cccc(NC(=O)CNC(=O)c2sc3ccccc3c2Cl)n1	i	.	i	2.2	i	-11	i	-28	.	i	i
COc1ccc(NC(=O)c2cc3c(CO)cnc(C)c3oc2=Nc2cccc(C)c2)c(OC)c1	i	-35	i	-0.8	i	-2	i	27	-2	.	i
COc1ccc(/C=C/C(=O)N2CCC(C(N)=O)CC2)cc1S(=O)(=O)N1CCOCC1	i	-28	i	0.0	i	0	i	0	-2	i	i
C=CCN1C(=O)CSc2ccc(C(=O)NC(C)c3ccccc3)cc21 (stereo unspecified)	i	-34	i	-0.1	i	-4	i	1	-2	i	i
COCC1CCN(C(=O)C2CCC(=O)N(Cc3cccc(F)c3)C2)CC1 (stereo unspecified)	i	-27	i	-0.2	i	-3	i	-6	-3	i	i
CN(NS(=O)(=O)c1cccs1)c1ncc(C(F)(F)F)cc1Cl	i	0	i	-0.4	i	-3	i	-1	0	i	i
O=C(C1CC1)N1CCc2cc(S(=O)(=O)N3CCCc4ccccc43)ccc21	i	13	i	-2.7	i	4	i	-13	0	i	i
COc1ccc2c3c(c(=O)oc2c1OCC(=O)O)CCCC3	i	-33	i	0.0	i	-11	i	-20	-1	i	i
CCOC(=O)C1CCCN(CCCc2ccccc2)C1 (stereo unspecified)	i	-2&3	i	0.1&-0.3	i	-4&-6	i	3&1	-4&-5	i	i
Cc1cc(C)n(-c2nnc(NC(C)(C)C)nn2)n1	i	-29	i	4.5	i	2	i	-33	4	i	i
CCC(C)C(NC(=O)c1ccccc1NC(=O)c1ccc(OC)cc1)C(=O)NCCCn1ccnc1 (stereo unspecified)	i	-30	i	0.0	i	5	i	-22	2	i	i
COc1cc(C2NC(=O)NC(C)=C2C(=O)NCc2ccccc2)c(Cl)cc1O (stereo unspecified)	i	-1	i	-0.2	i	2	i	-8	-2	i	i
C=CCNC(=O)N1c2ccccc2Sc2ccccc21	i	-15	i	0.6	i	0	i	-13	2	i	i
CCOC(=O)c1[nH]c(C)c(CCC(=O)O)c1C	i	-32&-32	i	-0.1&-0.6	i	-7&-7	i	11&14	4&1	i	i
CCOC(=O)c1cc2c(C)n(-c3ccc(OCC)cc3)c(C)c2ccc1=O	i	8	i	0.1	i	5	i	-6	-7	i	i
O=C(Nc1ncccn1)c1cccc(F)c1	i	-7	i	1.6	i	-3	i	-22	3	i	i
Cc1ccc(NC(=O)CSc2ccc(C(N)=O)cc2[N+](=O)[O-])cc1	i	-9	i	0.9	i	0	i	-67	3	i	i
O=C(O)CCC(=O)CCC(=O)c1ccc(Cl)cc1	i	-24	i	-0.5	i	-2	i	22	-4	i	i
COc1ccc(CN2C(=O)CS/C2=N/N=C/c2ccccc2)cc1	i	-21	i	1.7	i	-1	i	-64	-1	i	i
CCOc1ccccc1C(=O)Nc1cc(C(=O)NCCc2ccccc2)ccc1Cl	i	-30	i	1.7	i	-1	i	-17	0	i	i
Cc1cccc(NS(=O)(=O)c2nnc(NC(=O)C3CCCCC3)s2)c1	i	-15	i	-0.4	i	13	i	6	-2	i	i
CC1(c2ccccc2)O[C@@H]2C[C@H]3[C@@H]4CCC5=CC(=O)C=C[C@]5(C)[C@@]4(F)[C@@H](O)C[C@]3(C)[C@]2(C(=O)CO)O1 (stereo partly specified)	12*	16	i	-0.4	i	-5	i	36	6	i	i
COCCN=C1Sc2nc3cc4c(cc3cc2CN1CC1CCCO1)OCO4 (stereo unspecified)	i	-1	i	-1.1	i	.	i	42	5	i	i
C=CCNc1nc2ccccc2nc1NS(=O)(=O)c1cccs1	i	-24	i	-0.4	i	-10	i	-4	2	i	i
COc1ccc(C(=O)COc2ccccc2C(N)=O)cc1	i	-27	i	1.2	i	-2	i	-23	1	i	i

Assay outcomes from PubChem BioAssay.
